From PubChem BioAssay
Pf growth 96h: P. falciparum growth inhibition at 96 hours; Potency, µM (series often up to 28.7 µM), inactives show at the top dose activity change, negative = inhibition, usual class: inhibitors; 320,000 compounds, 6.9% hits; P. falciparum luciferase reporter growth, 96 h; also: potency is read from the fitted curve at half-maximal effect; % is scaled to controls: 0 for no effect and ±100 for the full control effect
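Two-generation exposure (96 h) targets delayed-death phenotype. Reporter parasites carrying integrated firefly luciferase, in red cells at 2% hematocrit and 0.05% parasitemia final, kept at 37 C, 5% CO2; luminescence loss indicates inhibition.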
HCV inh: HCV inhibition; 340,000 compounds, 3.4% hits; Huh7.5.1 HCVcc-Cre infection, luciferase reporter, 44 h; AID 651820; Potency, µM (series often up to 41.8 µM), for inactives: at the top dose activity change, negative = inhibition, actives largely listed as inhibitors; also: potency is read from the fitted curve at half-maximal effect; % is scaled to controls: 0 for no effect and ±100 for the full control effect
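HCVcc-Cre virus at an moi near 0.5 was added right after compound to cells cultured 4 h from seeding (1,000 cells/well). Luciferase activity was determined 44 h later, 15 min after substrate addition at RT.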
CHX counter: counter-screen hit for Shiga toxin inhibitors, cycloheximide; 300,000 compounds, 12% hits; cell reporter, cycloheximide protein synthesis inhibition counterscreen; max response, %; in the data active = max response mostly above about 13%, no sharp cut-off; inactive = mostly below about 14%; also: read at 38.3 µM for the half of the compounds with a filed dose; 0% is about no effect
Shiga toxin inh: inhibitors of Shiga toxin in Vero cells | 290,000 compounds, 9.2% hits | inhibition, % at 38.7 µM | AID 2315 | Vero cells, Shiga toxin protein synthesis inhibition reporter; in the data active = inhibition mostly above about 28%, no sharp cut-off; inactive = mostly below about 43%; also: 0% is about no effect
LmPK inhibitor: blocks Leishmania mexicana pyruvate kinase activity; purified LmPK, Kinase-Glo ATP luminescence, 1 h; Potency, µM (titrated, usually from 57.5 µM), for inactives: at the top dose activity change, negative = inhibition, hits mostly inhibitors; 290,000 compounds, 0.37% hits; AID 1721; also: potency is read from the fitted curve at half-maximal effect; % is scaled to controls: 0 for no effect and ±100 for the full control effect
Target sequence (Q27686 whole entry, looked up): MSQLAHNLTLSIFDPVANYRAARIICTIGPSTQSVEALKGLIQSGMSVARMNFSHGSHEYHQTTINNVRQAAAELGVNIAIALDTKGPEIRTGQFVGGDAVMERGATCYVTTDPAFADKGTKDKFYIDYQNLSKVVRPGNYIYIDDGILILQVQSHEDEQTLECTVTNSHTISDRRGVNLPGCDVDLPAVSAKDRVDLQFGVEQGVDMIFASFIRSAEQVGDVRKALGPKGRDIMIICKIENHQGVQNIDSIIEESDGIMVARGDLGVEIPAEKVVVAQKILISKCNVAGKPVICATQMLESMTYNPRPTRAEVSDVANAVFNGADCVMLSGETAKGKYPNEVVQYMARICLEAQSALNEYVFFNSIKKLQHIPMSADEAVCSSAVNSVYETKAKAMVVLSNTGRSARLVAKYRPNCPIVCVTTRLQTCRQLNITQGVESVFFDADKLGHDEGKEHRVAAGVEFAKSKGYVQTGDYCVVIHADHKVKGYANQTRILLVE
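ATP generated from ADP (0.1 mM) and PEP (0.5 mM) by 0.1 nM LmPK over 1 h at room temperature (pH 7.2 imidazole buffer) was detected by coupled luciferase luminescence. Values were normalized to uninhibited and no-enzyme wells.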
Pf growth 48h: inhibits P. falciparum growth in the first generation, 48 h | 310,000 compounds, 5.9% hits | Potency, µM (series often up to 28.7 µM), for the others: top-dose activity change, negative = inhibition, hits mostly inhibitors | P. falciparum luciferase growth in erythrocytes, 48 h; also: potency is read from the fitted curve at half-maximal effect; % is scaled to controls: 0 for no effect and ±100 for the full control effect
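A one-generation exposure of luciferase-tagged malaria parasites in RPMI 1640/Albumax erythrocyte culture, 37 C and 5% CO2. Inhibition is inferred from decreased luminescence after adding detection reagent.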
TbPYK inhibitor: inhibitors of Trypanosoma brucei pyruvate kinase | Q57TT1 | TbPYK enzyme, Kinase-Glo Plus ATP luminescence, 45 min | Potency, µM (titrated, usually from 76.8 µM), for the others: top-dose activity, negative = inhibition, actives largely listed as inhibitors | 410,000 compounds, 0.12% hits | AID 624173; also: potency is read from the fitted curve at half-maximal effect; % is scaled to controls: 0 for no effect and ±100 for the full control effect; nearly all actives have a fitted effect of over 50% in size
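T. brucei PYK with substrate was exposed to pin-transferred compounds across a concentration series, then started with 130 uM ADP (final). After 45 min at room temperature, Kinase-Glo Plus luminescence was read, normalized and curve-fitted.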
Active calls of the source: *; ? = inconclusive; / = no result given; & = joins results of further samples; [ ] = another dose, or the depositor's remark. Unless noted, calls follow the shape of the dose curve; as a rule, active = well fitted curve in the direction sought with a large enough effect; inconclusive = small, poorly fitted or top-dose-only effect, or another doubt; inactive = no such curve, though single readings can be large; an effect the other way counts as inactive or inconclusive. Not a hit list; about 24% have a hit in one of these screens.

| item | compound | Pf growth 96h | HCV inh | CHX counter | Shiga toxin inh | LmPK inhibitor | Pf growth 48h | TbPYK inhibitor |
| --- | --- | --- | --- | --- | --- | --- | --- | --- |
| 1 | Cc1cc(NC(=O)Cn2cc(C(F)(F)F)cc(Cl)c2=O)no1 | -2% | 10% | 1 | 16 | 4% | 18% | 4% |
| 2 | CN(C)CCOC(=O)NC12CC3CC(CC(C3)C1)C2 | -2% | 6% | -2 | -7 | 7% | 0% | 2% |
| 3 | CC1CN(C(=O)CCC(=O)NCc2ccccc2)c2cc(Cl)ccc2O1 (configuration not stated) | ? | 2% | -2 | 5 | -1% | ? | 5%&-3% |
| 4 | O=C(COc1ccc(S(=O)(=O)N2CCCCC2)cc1)NCc1ccccn1 | 31%[activator] | -8% | 0 | -15 | 0% | -15% | -1% |
| 5 | COc1ccc(OC)c(C2=Nn3c(nnc3-c3cc(C)[nH]n3)SC2)c1 | ? | -11% | -4 | -13 | -3% | ? | -9% |
| 6 | CCOC(=O)c1cc(C)nn1-c1nc(Cl)cc(OC)n1 | 17% | -1% | -1 | 7 | -8% | 0% | -1% |
| 7 | CCN(Cc1ccccc1)C(=O)Cn1c(=O)n(-c2ccc(OC)cc2OC)c(=O)c2c(C)c(C)sc21 | ? | -27% | -6 | -4 | 8% | ? | 0%&2% |
| 8 | Cc1ccsc1C(=O)NNC(=O)Nc1ccc(Cl)c(Cl)c1 | 55%[activator] | 0% | 14 | 35 | 3% | 0% | 0% |
| 9 | CC(C)(C)NC(=O)Cn1c(=O)c(=O)n(Cc2ccccc2)c2ccc(Cl)cc21 | 8% | 9% | -2 | 14 | -3% | 2% | -1% |
| 10 | CCOC(=O)c1c(C)noc1-c1ccc(Br)o1 | 2% | ? | -2 | 7 | -3% | 28% | 2% |
| 11 | COc1ccc(-c2nc(-c3ccc(O)cc3O)cs2)cc1OC | ? | ? | 30* | 55* | 4% | -15% | -5% |
| 12 | COc1ccc(OC(C)C(=O)N2CCc3ccccc3C2)cc1 (configuration not stated) | 27% | -5% | -3 | -15 | -2% | -1% | -9% |
| 13 | COC(CN(C)C(=O)c1ccc(CS(=O)(=O)c2ccccc2C)o1)OC | ? | 19% | 0 | -8 | -1% | 34%[activator] | -6% |
| 14 | CN1CCN(S(=O)(=O)c2ccc(NC(=O)COc3ccccc3Cl)cc2)CC1 | ? | 10% | -1 | -10 | 4% | ? | -2% |
| 15 | COc1ccc(Cl)cc1NC(=S)Nc1ccccc1C | ? | 20% | -4 | 1 | 0% | 12% | -13% |
| 16 | CCOc1ccc(N(CC(=O)NCc2ccccc2Cl)S(=O)(=O)c2c(C)[nH]c(=O)[nH]c2=O)cc1 | 36%[activator] | 4% | -6 | -7 | 1% | -1% | -1%&0% |
| 17 | Clc1cccc(-c2csc(Nc3cccnc3)n2)c1 | ? | ? | 12 | 3 | 1% | ? | -3% |
| 18 | Oc1ccc(-c2cccc(-c3ccc(O)cc3)c2)cc1 | 41%[activator] | -20% | 29* | / | 9% | 65%[activator] | -6% |
| 19 | CC(=O)c1cccc(NC(=O)Nc2cccs2)c1 | 27% | -1% | -1 | -2 | -10% | -12% | -1% |
| 20 | CC(=O)c1ccc(NC(=O)c2ccc(NC(=O)c3ccco3)cc2)cc1 | ? | ? | -3 | -15 | -4% | -30% | -2% |
| 21 | CSc1cc(-c2ccccc2)n(Cc2ccccc2Cl)c(=O)c1C#N | 45%[activator] | ? | -1 | -11 | 6% | / | 0% |
| 22 | CC(=O)N1CCN(c2cccc(C)c2C)CC1 | -24% | 16% | -1 | 14 | -3% | 11% | -4% |
| 23 | O=C(NCC1CCCO1)c1cccc(NS(=O)(=O)c2ccc(Br)cc2)c1 (configuration not stated) | -3% | 11% | / | / | / | -10% | 2% |
| 24 | CCC(Oc1ccccc1)C(=O)Nc1nc2c(s1)C(=O)CC(C)(C)C2 (configuration not stated) | 9% | -15% | -4 | 18 | 1% | -15% | 1% |
| 25 | COc1ccccc1N1CCN(CC(O)COc2ccc(S(=O)(=O)N3CCOCC3)cc2)CC1 (configuration not stated) | 8.3µM* | ? | -2 | -5 | 11% | / | -5% |
| 26 | COC(=O)c1cc2n(n1)CCN(Cc1cccc(OC)c1)C2=O | 22% | 8% | -3 | -8 | 8% | 32% | 3% |
| 27 | COc1ccc(S(=O)(=O)NC2CC(C)(C)NC(C)(C)C2)c(C)c1C | 4% | 16% | -3 | -12 | 2% | -12% | / |
| 28 | COc1cccc(C2C(C(=O)NCc3ccccc3)=C(C)Nc3ncnn32)c1 (configuration not stated) | 3%[5.75 µM] | -3% | 1 | 3 | 0% | 6% | 0% |
| 29 | Cc1oc(-c2ccccc2F)nc1CS(=O)(=O)CC(=O)NCCCc1ccccc1 | -19% | -17%&-19% | -4 | 4 | 0% | 1% | 0% |
| 30 | COc1cc(NS(=O)(=O)c2c(C)[nH]c(C)c2C(=O)N2CCCC2)cc(OC)c1OC | 25% | 11% | -3 | -5 | 2% | -1% | -4% |

Shown with two lines to a compound: 6 of the compounds above
Value order – Pf growth 96h	HCV inh	CHX counter	Shiga toxin inh	LmPK inhibitor	Pf growth 48h	TbPYK inhibitor
23. O=C(NCC1CCCO1)c1cccc(NS(=O)(=O)c2ccc(Br)cc2)c1 (configuration not stated)
  -3%	11%	/	/	/	-10%	2%
21. CSc1cc(-c2ccccc2)n(Cc2ccccc2Cl)c(=O)c1C#N
  45%[activator]	?	-1	-11	6%	/	0%
9. CC(C)(C)NC(=O)Cn1c(=O)c(=O)n(Cc2ccccc2)c2ccc(Cl)cc21
  8%	9%	-2	14	-3%	2%	-1%
29. Cc1oc(-c2ccccc2F)nc1CS(=O)(=O)CC(=O)NCCCc1ccccc1
  -19%	-17%&-19%	-4	4	0%	1%	0%
24. CCC(Oc1ccccc1)C(=O)Nc1nc2c(s1)C(=O)CC(C)(C)C2 (configuration not stated)
  9%	-15%	-4	18	1%	-15%	1%
7. CCN(Cc1ccccc1)C(=O)Cn1c(=O)n(-c2ccc(OC)cc2OC)c(=O)c2c(C)c(C)sc21
  ?	-27%	-6	-4	8%	?	0%&2%

Entries by screen from the entries so far:
Compounds 20 to 24 in CHX counter: -3, -1, -1, /, -4
Compounds 20 to 24 in Pf growth 48h: -30%, /, 11%, -10%, -15%

The list continues.
| item | compound | Pf growth 96h | HCV inh | CHX counter | Shiga toxin inh | LmPK inhibitor | Pf growth 48h | TbPYK inhibitor |
| --- | --- | --- | --- | --- | --- | --- | --- | --- |
| 31 | CC(C)c1ccc(/C=C/C(=O)NC(=S)Nc2ccc(CN3CCOCC3)cc2)cc1 | 5.2µM* | ? | 15* | 12 | 5% | ? | 3% |
| 32 | Cc1cc(C)c(NC(=O)C2CCCO2)c(C)c1NC(=O)C1CCCO1 (configuration not stated) | 6% | 12% | -5 | 2 | -7% | 16% | -7% |
| 33 | COc1ccccc1-n1c(SCC(=O)O)nc2sc3c(c2c1=O)CCC3 | -1% | 9% | -1 | -4 | 1% | -5% | -4% |
| 34 | CCCc1nc(NCCCOCC)c2nnn(Cc3ccccc3)c2n1 | 12µM* | 2% | -3 | / | -2% | 5% | -3% |
